EPAC1 ag = qHTS for Agonist of cAMP-regulated guanine nucleotide exchange factor 3 (EPAC1): primary screen; 360,000 tested, 0.073% active; Potency, µM (top dose mostly 154 µM), for inactives: top-dose activation, actives largely listed as activators; AID 720707, 2013; EPAC1 agonist qHTS, biochemical assay; response scale: 100% = response to 6.5 mM cAMP; also: potency is read from the fitted curve at half-maximal effect; nearly all actives have a fitted effect of over 60% in size
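Multi-concentration qHTS readout: loss of Rap1B-bound BODIPY-GDP fluorescence driven by 100 nM EPAC1 with excess GDP (50 uM), monitored kinetically at room temperature; agonist response expressed relative to 6.5 mM cAMP.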
PTHR1 agonist = qHTS for PTHR1 Agonists: Primary Screen. Potency, µM (top dose mostly 115 µM), for inactives: at the top dose activation, usual class: activators. HEK293 GP2 PTHR1 cells, GloSensor cAMP luminescence, 1 h. AID 743266, 2014. Parathyroid hormone/parathyroid hormone-related peptide receptor (Homo sapiens), Q03431. 410,000 tested, 0.075% active; also: potency is read from the fitted curve at half-maximal effect; nearly all actives have a fitted effect of over 55% in size; some results filed as inactive show a strong effect at the top dose; inactives centre near -15; many of its hits are not listed in these tables
Target sequence (Q03431 whole entry, looked up): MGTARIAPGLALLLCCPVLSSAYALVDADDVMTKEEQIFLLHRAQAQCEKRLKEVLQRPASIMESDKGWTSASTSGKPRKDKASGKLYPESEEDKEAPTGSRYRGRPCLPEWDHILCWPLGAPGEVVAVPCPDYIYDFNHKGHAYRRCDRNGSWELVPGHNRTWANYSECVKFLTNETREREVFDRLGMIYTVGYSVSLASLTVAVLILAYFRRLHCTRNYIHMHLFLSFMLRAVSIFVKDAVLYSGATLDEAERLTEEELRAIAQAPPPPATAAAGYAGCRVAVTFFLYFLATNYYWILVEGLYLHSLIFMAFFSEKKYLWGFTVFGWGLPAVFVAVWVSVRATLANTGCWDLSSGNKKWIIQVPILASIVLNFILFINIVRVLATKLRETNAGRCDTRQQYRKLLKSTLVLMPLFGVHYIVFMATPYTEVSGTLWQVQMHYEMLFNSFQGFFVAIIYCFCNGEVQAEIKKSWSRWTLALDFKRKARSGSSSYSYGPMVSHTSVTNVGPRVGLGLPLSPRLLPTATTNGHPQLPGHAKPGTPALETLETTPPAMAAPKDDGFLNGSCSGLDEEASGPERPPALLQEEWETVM
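HEK-293-derived GP2 cells expressing PTHR1 and a GloSensor cAMP reporter, 3,000/well, plated overnight, given luciferin plus IBMX (each 0.5 mM as added) for 1 h at 37 °C, then compound for 1 h at 37 °C. Luminescence was read after 15 min at room temperature.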
IL2 activator = qHTS of IL-2 Activators; IL-2 activation reporter assay, cell-based qHTS; stimulated with anti-CD3/CD4/CD28 beads; in transgenic mouse T cells; activation, % (series mostly up to about 46 µM); 360,000 tested, 0.065% active; AID 652025, 2013; in the data active = activation above about 50%; inconclusive = mostly about 30% to 49%; also: 0% is about no effect
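Unstimulated transgenic mouse T cells, 750 per well, received compound and, after 60 minutes, anti-CD3/anti-CD4 bead plus anti-CD28 stimulation. EGFP and DsRed were quantified after 18 hours.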
PLK1 PBD block = qHTS for Inhibitors of PLK1-PDB (polo-like kinase 1 - polo-box domain): Primary Screen. Serine/threonine-protein kinase PLK1 (Homo sapiens), P53350. Plk1 PBD binding of FITC phosphopeptide, fluorescence polarization. Potency, µM, inactives show max response, negative = inhibition, most hits filed as inhibitors. 360,000 tested, 2.8% active. AID 720504, 2013; also: potency is read from the fitted curve at half-maximal effect; series mostly up to about 57 µM; % is scaled to controls: 0 for no effect and ±100 for the full control effect; nearly all actives have a fitted effect of over 65% in size
HEK293 tox = qHTS of GLP-1 Receptor Inverse Agonists: Cytotox Screen; HEK293 cAMP-luciferase reporter cells, luminescence, 24 h; Potency, µM (series often up to 38.3 µM), for the others: at the top dose activity change, negative = inhibition, most hits filed as inhibitors; 410,000 tested, 0.13% active;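 also: loss of luciferase light is scored as toxicity; potency is read from the fitted curve at half-maximal effect; % is scaled to controls: 0 for no effect and ±100 for the full control effect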
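Step one: seed cells (200 cells/uL, DMEM with 10% Nu serum, 1% pen-strep). Step two: 12-hour incubation at 37 deg C. Step three: pin 23 nL compound, incubate 24 hr. Step four: add luciferase reagent, read luminescence 12 min later.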
PI5P4K alpha inh = qHTS for Inhibitors of phosphatidylinositol 5-phosphate 4-kinase (PI5P4K) | 330,000 tested, 1.2% active | PI5P4Kalpha enzyme, ADP-Glo luminescence, 60 min; active compounds read low | AID 652105, 2013 | Phosphatidylinositol 5-phosphate 4-kinase type-2 alpha (Homo sapiens), P48426 | max response, %; active = max response of -50% or lower; inconclusive = between -30% and -50%; inactive = -30% or higher; also: value at the top dose of about 77 µM; % is scaled to controls: 0 for no effect and ±100 for the full control effect
Target sequence (P48426 whole entry, looked up): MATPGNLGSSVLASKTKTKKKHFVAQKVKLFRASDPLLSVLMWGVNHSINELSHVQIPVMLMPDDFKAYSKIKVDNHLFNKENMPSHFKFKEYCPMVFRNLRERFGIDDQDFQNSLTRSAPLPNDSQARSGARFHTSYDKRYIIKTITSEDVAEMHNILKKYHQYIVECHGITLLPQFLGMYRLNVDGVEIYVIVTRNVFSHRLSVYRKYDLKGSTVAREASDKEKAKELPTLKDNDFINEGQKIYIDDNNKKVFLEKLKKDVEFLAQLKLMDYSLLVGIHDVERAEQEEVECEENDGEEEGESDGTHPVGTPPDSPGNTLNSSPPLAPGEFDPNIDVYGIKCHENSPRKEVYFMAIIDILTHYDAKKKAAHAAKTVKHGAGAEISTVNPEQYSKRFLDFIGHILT
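Quantitative HTS of the MLSMR library against PI5P4Kalpha with substrate. ATP added last at 5 microM final; room temperature, 60 minutes. Remaining ATP depleted, ADP converted and read as luminescence.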
GLP-1R inv ag = qHTS of GLP-1 Receptor Inverse Agonists (Inhibition Mode) | Glucagon-like peptide 1 receptor (Homo sapiens), P43220 | HEK293 GLP-1R CRE-luciferase, luminescence, 24 h; GLP-1R form is constitutively active | 410,000 tested, 1.6% active | Potency, µM (top dose mostly 38.3 µM), without a hit: at the top dose activity change, negative = inhibition, usual class: inhibitors | AID 624417, 2012; also: potency is read from the fitted curve at half-maximal effect; % is scaled to controls: 0 for no effect and ±100 for the full control effect; nearly all actives have a fitted effect of over 55% in size
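GLP-1R inverse agonism mode: basal reporter luminescence in engineered HEK293 cells measured after one day of compound exposure at 37 deg C, with a 12 min room-temperature detection step.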
GLP-1R agonist = qHTS of GLP-1 Receptor Agonists. Glucagon-like peptide 1 receptor (Homo sapiens), P43220. HEK293 GLP-1R CRE-luciferase, luminescence, 4-6 h; cells express a hypersensitive GLP-1R form. Potency, µM (highest dose often 45.6 µM), inactives show top-dose activation, most hits filed as activators. 380,000 tested, 0.007% active. AID 624172, 2012; also: potency is read from the fitted curve at half-maximal effect; % of control where 0% means no effect
EPAC1 antagonist = qHTS for Antagonist of cAMP-regulated guanine nucleotide exchange factor 3 (EPAC1): primary screen | Rap guanine nucleotide exchange factor 3 (Homo sapiens), O95398 | EPAC1 GEF assay, Rap1b-BODIPY-GDP exchange fluorescence | Potency, µM (doses to about 115 µM), for inactives: top-dose activity change, negative = inhibition, actives largely listed as inhibitors | 360,000 tested, 0.14% active | AID 720709, 2013;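 also: potency is read from the fitted curve at half-maximal effect; plate controls were vehicle for no effect and positive control for full effect; nearly all actives have a fitted effect of over 50% in size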
An asterisk follows results filed as active; i = inactive; ? = inconclusive; nt = not tested or not shown; & = joins results of further samples; [ ] = dose if it differs, or a comment. Unless noted, calls follow the shape of the dose curve; as a rule, active = well fitted curve in the direction sought with a large enough effect; inconclusive = small, poorly fitted or top-dose-only effect, or another doubt; inactive = no such curve, though single readings can be large; an effect the other way counts as inactive or inconclusive.

SMILES	EPAC1 ag	PTHR1 agonist	IL2 activator	PLK1 PBD block	HEK293 tox	PI5P4K alpha inh	GLP-1R inv ag	GLP-1R agonist	EPAC1 antagonist
CC(=O)Nc1ccc(S(=O)(=O)NCC(=O)OCC(=O)NC23CC4CC(CC(C4)C2)C3)cc1	-7%	-12%	0.5	-6%	90%[activator]	14	27%	9%	8%
O=C(COC(=O)CN1C(=O)c2ccccc2C1=O)NC1CCCC1	8%	-34%[inhibitor]	-0.7	-5%	3%	2	14%	-1%	-4%
CCOC(=O)C1=C(O)C(=O)NC(c2ccccc2)=C(OCC)C1	2%	-1%	0.0	1%	22%	7	10%	-8%	16%
CCN(C(=O)c1cn(CC)c(=O)c2cc(OC)c(OC)cc12)c1ccccc1C	14%	i	-3.2	-10%	2%	0	15%	3%	-8%
C/C(=N\NC(N)=S)c1cc(-c2ccccc2)c(-c2ccccc2)s1	16%	-22%	-2.2	-16%	-17%	2	?	23%	2%
Cc1ccc(OCC(=O)Nc2ccc(C)c(S(=O)(=O)N3CCCCCC3)c2)c([N+](=O)[O-])n1	4%	-26%	-5.6	-7%	-29%	15	?	22%	?
COc1ccc(OCCC(=O)NCc2ccccc2)cc1	-5%	0%[57.5 µM]	0.9	-7%	-2%	-1	-14%	-7%	2%
O=C(C1CC(=O)N(c2ccc(F)cc2)C1)N1CCOCC1 (stereo not drawn)	0%	i	-0.6	-1%	-12%	6	17%	1%	17%
C[C@@H](CN=[N+]=[N-])CN1CC[C@H](NC(=O)OCc2ccccc2)CCC1=O	-6%	-23%	0.8	0%	-1%	0	-10%	7%	6%
CCCN1C(=O)C(NC(C)=O)c2ccccc21 (stereo not drawn)	-1%	i	-1.2	1%	1%	nt	6%	-3%	-5%
Cc1ccc(OCC(O)CNC2CCCC2)cc1C (stereo not drawn)	5%	-1%	-1.4	1%	2%	3	?	10%	-5%
NS(=O)(=O)c1ccc(CNC(=O)c2ccc(Cl)c([N+](=O)[O-])c2)cc1	3%	-9%	-2.2	-4%	-8%	0	3%	1%	-14%
CC1CC(C)CN(C(=O)CCCNC(=O)c2ccc(Cl)cc2)C1 (stereo not drawn)	-5%	28%	-4.4	-12%	-17%	0	-28%	-1%	-14%
O=C(Nc1nccs1)c1ccc(NC(=O)C2CC=CCC2C(=O)O)cc1 (stereo not drawn)	11%	?	-0.2	-6%	21%	3	0%	-1%	9%
CCCCCCNC(=O)O[C@H]1Cn2c(=O)n(CCCCCC)c(=O)n2[C@@H]2CN(S(=O)(=O)c3ccc(C)cc3)C[C@]12O	-27%	-37%[inhibitor]	-3.2	-12%	?	15	?	0%	-23%
COc1ccccc1OCC(=O)Nc1nonc1NC(=O)COc1ccccc1OC	6%	i	2.3	-7%	4%	-2	7%	-1%	8%
CC12CCC(=O)N1C(C(=O)Nc1nc(-c3ccc(F)cc3)cs1)CS2 (stereo not drawn)	5%	-32%[inhibitor]	-3.2	-9%	-5%	-1	?	13%	-10%
O=C(NC1CC1)c1cccc(NC(=O)c2cc(S(=O)(=O)N3CCOCC3)ccc2Cl)c1	11%	3%	-5.8	-16%	-1%	0	-7%	13%	-26%
O=C(c1ccc(CSc2ccccc2)cc1)N1CCCCCC1	0%	-17%	1.2	-3%	-2%	13	?	12%	0%
O=C(NNC(=S)NC(=O)c1ccccc1[N+](=O)[O-])c1ccccc1[N+](=O)[O-]	12%	i	-1.1	-29%	9%	nt	1%	-2%	2%
COC(=O)NC1(C(=O)O)CCCC1	-1%	12%	0.3	-7%	2%	6	5%	3%	-10%
CCN(C[C@H]1N[C@@](Cc2ccccc2)(C(=O)OC)[C@H]2C(=O)N(Cc3ccccc3)C(=O)[C@@H]12)C(=O)Nc1ccc(Cl)cc1	-17%	-36%[inhibitor]	-0.6	-5%	?	-3	?	1%	8%
CN(c1ccc(OCC(=O)NC2CCCC2)cc1)S(=O)(=O)c1cccs1	10%	-9%[57.5 µM]	-4.3	-12%	7%	-4	0%	4%	2%
CCCCN1C(=O)C(O)(CC(=O)c2ccccc2OC)c2ccccc21 (stereo not drawn)	4%	i	-1.2	-12%	1%	7	-17%	-6%	-2%
CCOC(=O)CC1C(=O)NCCN1C(=S)NC(=O)c1ccc(C)c(Br)c1 (stereo not drawn)	-7%	-12%	-0.3	-5%	0%	-1	-1%	-2%	1%
CCc1cc2c(=O)[nH]c(Cc3ccc(Cl)cc3)nc2s1	6%	-4%	-2.0	-14%	-5%	-9	8%	-18%	-17%
CCN(C(=O)CSc1nc(C)nc2sc3c(c12)CCC3)C1CCS(=O)(=O)C1 (stereo not drawn)	1%	-21%	-0.3	-14%	-7%	-19	1%	10%	-3%
COc1ccccc1OCCCc1c(C)n[nH]c1C	5%	-15%	-0.7	-1%	4%	nt	43%[activator]	-5%	-4%
CS(=O)(=O)N(CC(=O)NCCSCc1cccc(Cl)c1)c1ccc2c(c1)OCO2	0%	-22%	-3.8	0%	-10%	-1	-35%	8%	-11%
Cc1ccc(O)c(NC(=O)C2CC(c3ccc(F)cc3)=NO2)c1 (stereo not drawn)	-9%	-10%	-0.7	2%	0%	2	18%	21%	-2%

Compound profiles, as listed above.
Profile of CS(=O)(=O)N(CC(=O)NCCSCc1cccc(Cl)c1)c1ccc2c(c1)OCO2 : EPAC1 ag: 0%; PTHR1 agonist: -22%; IL2 activator: -3.8; PLK1 PBD block: 0%; HEK293 tox: -10%; PI5P4K alpha inh: -1; GLP-1R inv ag: -35%; GLP-1R agonist: 8%; EPAC1 antagonist: -11%
Profile of COc1ccccc1OCCCc1c(C)n[nH]c1C : EPAC1 ag: 5%; PTHR1 agonist: -15%; IL2 activator: -0.7; PLK1 PBD block: -1%; HEK293 tox: 4%; PI5P4K alpha inh: nt; GLP-1R inv ag: 43%[activator]; GLP-1R agonist: -5%; EPAC1 antagonist: -4%
Profile of CCN(C(=O)CSc1nc(C)nc2sc3c(c12)CCC3)C1CCS(=O)(=O)C1 (stereo not drawn) : EPAC1 ag: 1%; PTHR1 agonist: -21%; IL2 activator: -0.3; PLK1 PBD block: -14%; HEK293 tox: -7%; PI5P4K alpha inh: -19; GLP-1R inv ag: 1%; GLP-1R agonist: 10%; EPAC1 antagonist: -3%

Next records
SMILES	EPAC1 ag	PTHR1 agonist	IL2 activator	PLK1 PBD block	HEK293 tox	PI5P4K alpha inh	GLP-1R inv ag	GLP-1R agonist	EPAC1 antagonist
O=S(=O)(Nc1nc2ccccc2nc1Cl)c1ccccc1	5%	-13%	-2.4	3%	-36%	2	-5%	-6%	-11%
O=C(COC(=O)CNC(=O)c1ccc(Cl)cc1Cl)NNC(=O)c1ccccc1F	5%	-16%	1.8	2%	17%	-8	12%	-4%	-15%
COc1ccc([C@H]2CC(=O)C=C(c3ccc(Cl)cc3C)C2)cc1	-3%	-17%	-1.5	4%	-5%	20	-2%	6%	5%
CCn1c(SC(C)C(=O)N2CCOCC2)nc2sc(C)c(C)c2c1=O (stereo not drawn)	-11%	i	-2.6	-7%	1%	-6	-1%	18%	-7%
Cc1cc(-n2cnnn2)cc(C)c1S(=O)(=O)N(C)c1ccccc1	-2%	i	0.1	3%	1%	-1	13%	15%	2%
Cc1ccc(Cn2c(=N)n(CC(=O)c3ccccc3)c3ccccc32)cc1	6%	-54%[inhibitor]	-0.8	-8%	?	0	?	20%	-2%
CCCc1cc(C(F)(F)F)c(C#N)c(=O)[nH]1	-5%	i	1.8	2%	6%	-3	7%	1%	4%
Oc1ccc(C23CC4CC(CC(C4)C2)C3)cc1O	3%	-21%	-2.4	-17%	-20%	0	1%	-13%	-15%
CC(=O)N1CCN(Cc2nc3cc(Cl)ccc3c(=O)[nH]2)CC1	4%	-3%	1.0	2%	4%[0.307 µM]	4	-11%[0.307 µM]	-7%	-10%
O=C(Nc1ccc(S(=O)(=O)NC2=NCCCCC2)cc1)c1ccco1	9%	i	-0.5	-7%	10%	-9	55%[activator]	8%	-1%
CC1(C)Cc2c(sc3c2c(=N)n(Cc2ccco2)c(=O)n3Cc2ccccc2)CO1	11%	i	-1.0	?	2%	-5	?	-1%	-4%
Cc1cc(C)cc(COc2ccc3c(C)c(CC(=O)O)c(=O)oc3c2C)c1	7%	-10%	1.0	-26%	4%	8	3%	14%	0%
Cc1cc(C)c2oc(C(=O)Nc3ccc(S(=O)(=O)N4CCC(C)CC4)cc3)cc(=O)c2c1	5%	-8%&-3%	1.1	-4%	-8%&-5%	0	12%&-9%	5%	-3%

The list is partial. The share of hits here may be higher or lower than overall.
